Bioassay records as filed in PubChem.
Lipid droplet: inhibitors of hepatocyte lipid droplet formation, primary screen, imaging, high-throughput imaging, BODIPY stain. inhibition, % at 6.5 µM. AML12 mouse hepatocytes, oleate lipid droplets. 0.4% of 240,000 active;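 active = lipid droplet intensity inhibited by at least 50%, with more than 500 cells counted; inconclusive = wells with under 300 cells, treated as cytotoxic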
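Test system: AML12 mouse liver cells; schedule: overnight exposure; technique: high-content imaging of BODIPY-stained droplets and DAPI nuclei; read-out: % inhibition of corrected integrated BODIPY droplet signal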
HIV fusion peptide: inhibitors of HIV fusion peptide binding, primary screen, biochemical, uHTS, fluorescence dequenching (AID 1986) | 0.3% of 290,000 active | inhibition, % at 20 µM; hits with a dose series show IC50 in µM | cell-free peptide binding, fluorescence dequenching, 30 min; higher % means a stronger effect; in the data active = inhibition mostly above about 52%, no sharp cut-off; inactive = mostly below about 76%; also: some results filed as inactive read as strong as hits
XIAP antagonists: XIAP antagonists, biochemical, IAP family, fluorescence polarization (AID 1018). E3 ubiquitin-protein ligase XIAP (Homo sapiens). XIAP BIR domain, fluorescence polarization peptide displacement; higher % means a stronger effect. one-dose displacement, % at 20 µM; IC50 in µM for titrated hits. 0.007% of 200,000 active; in the data active = displacement above about 50%; also: a part of the inactive calls stands beside numbers as strong as those of hits
AID2073: inhibitors of Mint1-CaV2.2 protein interaction, biochemical, HTRF (AID 2073); Voltage-dependent N-type calcium channel subunit alpha-1B (Homo sapiens); HTRF protein-protein interaction, Mint1-CaV2.2; higher % means a stronger effect; inhibition, % at 20 µM, or IC50 in µM where a hit was titrated; 0.19% of 290,000 active; in the data active = inhibition mostly above about 51%, no sharp cut-off; inconclusive = no clear call, values can overlap the other calls; inactive = mostly below about 53%; also: some results filed as inactive read as strong as hits
HEK293 NOD2/NF-kB: NOD2 signaling inhibitors, cell-based, luminescence, uHTS, HEK293 (AID 1566) | HEK293 NOD2/NF-kB luciferase reporter, luminescence; higher % means a stronger effect | inhibition, % at 4 µM, or EC50 in µM where a hit was titrated | 0.63% of 290,000 active; also: many of its hits are not listed in these tables
LYP phosphatase: inhibitors of LYP phosphatase, biochemical, fluorescence intensity, uHTS (AID 1779) | Tyrosine-protein phosphatase non-receptor type 22 (Homo sapiens) | 0.054% of 290,000 active | one-dose inhibition, % at 11.5 µM; IC50 in µM for titrated hits | recombinant LYP phosphatase, fluorescence intensity; higher % means a stronger effect;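 also: plate controls were vehicle with enzyme for no effect and no enzyme for full effect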
Siah-1 displacement: Siah-1 peptide-binding antagonists, primary screen, biochemical, fluorescence polarization, rhodamine-plectin, uHTS (AID 1817). displacement, % at 20 µM; hits with a dose series show IC50 in µM. E3 ubiquitin-protein ligase SIAH1 (Homo sapiens). Siah-1 / rhodamine-plectin peptide fluorescence polarization; higher % means a stronger effect. 0.02% of 290,000 active;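 active = displacement of at least 50% at 20 µM, with a fluorescence ratio check between 0.3 and a set limit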;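 also: plate controls were Siah plus tracer with DMSO for no effect and tracer alone without Siah for full effect; strong numbers were not always called active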
Myeloid diff MLP: induction of myeloid progenitor differentiation, primary screen, cell-based, flow cytometry, MLPCN library; ER-HoxA9 myeloid progenitors, lysozyme-GFP differentiation; calls only at 10 µM; 1% of 360,000 active;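 active = normalized GFP-positive differentiation at or above the plate's own cutoff, the solvent-only control mean plus 3 SD; inconclusive = no clear call, values can overlap the other calls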;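 also: cells exposed to compound for four days before flow analysis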
Dengue-2 NS5 capping: Dengue-2 NS5 methyltransferase inhibitors, primary screen, biochemical, confirmation dose response (AID 588689); Dengue-2 NS5 methyltransferase capping enzyme assay, biochemical; higher % means a stronger effect; inhibition, % at 25 µM, or IC50 in µM where a hit was titrated; Genome polyprotein (Dengue virus type 2 (strain 16681-PDK53)); 0.3% of 340,000 active; in the data active = a potency from the dose series; inconclusive = inhibition above about 29% without an active follow-up result
Lipid droplet cells 6.5 µM: second read-out of Lipid droplet, no call of its own (marks repeat the call); cell count; measured here: cell count, cytotoxicity flag;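 cells counted across two imaged fields per well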
Dengue-2 NS5 capping pilot replicate: recorded beside Dengue-2 NS5 capping, whose call it bears; inhibition, %; measured here: pilot screen replicate inhibition
Myeloid diff MLP GFP+ MAC1+ %: also measured in Myeloid diff MLP; calls as there; GFP+ MAC1+ double positive, %; measured here: differentiation confirmed by MAC1 staining
* hit, by the source's call; i = inactive; ? = inconclusive; . = not tested or not shown; + = active, no number. Rule as the data show it, unless noted: active = inhibition above about 50%; inactive = the rest. Only part of the results is shown, so the mix of outcomes need not match the whole.

SMILES	Lipid droplet	Lipid droplet cells 6.5 µM	HIV fusion peptide	XIAP antagonists	AID2073	HEK293 NOD2/NF-kB	LYP phosphatase	Siah-1 displacement	Myeloid diff MLP	Myeloid diff MLP GFP+ MAC1+ %	Dengue-2 NS5 capping	others
Cc1ccc(N=Cc2sc(O)c3ccccc23)cc1	-19	593	101%*	-9.0%	8%	-192%	-2%	-6%	i	0.1	-52%
CCN(CC)S(=O)(=O)c1ccc(Cl)c(NC(=O)COC(=O)c2cc(-c3ccccc3Cl)nc3ccccc23)c1	-9	682	-0.6%	-3.9%	5%	12%	5%	2%	i	0.7	1%
CCOC(=O)Cn1nc(C)c(NC(=O)c2ccc(Cl)c([N+](=O)[O-])c2)c1C	-6	718	-1.6%	-3.8%	-3%	15%	-4%	10%	i	0.6	-3%
CCCn1c(CN2CCN(c3cccc(Cl)c3)CC2)nc2c1c(=O)n(C)c(=O)n2C	.	.	-0.7%	-2.8%	10%	43%	-8%	2%	i	4.1	-3%
CCOCCCNS(=O)(=O)c1ccc(OC)c(Cl)c1Cl	-3	722	0.4%	-5.5%	-2%	13%	-3%	-3%	i	0.9	-2%
Cc1ccc(S(=O)(=O)N(C)C)cc1NC(=O)COC(=O)c1ccc2c(c1)OCCO2	-2	734	-0.4%	0.6%	-14%	7%	-4%	1%	i	1.3	-10%
Cc1ccc(-n2c(SCC(=O)N3CCOCC3)nnc2-c2cccnc2)cc1C	.	.	-1.1%	0.5%	0%	18%	-6%	6%	i	1.2	-2%
COc1ccc(NC(=S)Nc2ccccc2)cn1	1	514	83%	-4.8%	-1%	0%	1%	18%	i	0.2	-11%
O=C(CN1CCN(c2nc(-c3ccccc3)cs2)CC1)NNC(=O)c1ccco1	29	683	0.3%	-1.2%	-7%	-6%	-4%	11%	i	0.4	-4%
COc1cc(/C=N/NC(=O)c2ccccc2O)ccc1OCC(=O)Nc1ccccc1	-4	789	-2.1%	.	11%	-11%	-16%	5%	i	0.6	4%
COc1ccc2[nH]c(=O)c(CNC3CCCCC3)cc2c1	-63	690	0.7%	-1.3%	16%	9%	2%	-3%	i	0.9	-2%
CCc1ccc(NC(=O)c2c(Cl)nc(C)c(Cl)c2C)cc1	8	568	-0.9%	-0.3%	-3%	10%	3%	0%	i	0.3	1%
CCOc1ccc(Cn2c3ccc(OC)cc3c3nc4ccccc4nc32)cc1OC	-7	636	46%	-4.3%	32%	-3%	-3%	10%	i	1.2	?
COc1c(Cl)cc(-c2noc(C)c2C(=O)NC(C)C)cc1Cl	.	.	1.6%	-1.5%	1%	8%	-3%	2%	i	1.0	-3%
COc1ccc(CC(=O)N2N=C(c3ccncc3)CC2(O)C(F)(F)F)cc1 (configuration not stated)	18	752	-1.8%	-5.9%	8%	15%	-5%	3%	i	0.1	-8%
Cc1[nH]n(-c2ccccc2)c(=O)c1N=Nc1ccccc1C(=O)N1CCCCC1	-7	650	-1.7%	.	-9%	12%	5%	3%	i	0.7	2%
CCc1nn2c(=O)cc(CSCC(=O)Nc3ccccc3F)nc2s1	16	712	0.0%	.	10%	2%	-4%	0%	i	1.9	-12%
O=C(CCN1CCN(c2ccccc2F)CC1)Nc1ccc2c(c1)OCO2	.	.	-0.2%	-6.8%	5%	-5%	-6%	0%	i	6.3	-2%
Cc1ccc(N(CC(=O)N/N=C/c2ccc(OC3CSC3)cc2)S(=O)(=O)c2ccccc2)cc1	-5	601	2.2%	-3.5%	9%	4%	8%	3%	i	1.4	-2%
Cc1ccc(CN2C(=O)CCC2C(=O)NCCCN2CCCCC2C)cc1 (configuration not stated)	.	.	-1.5%	-6.4%	-2%	8%	-10%	1%	i	1.0	5%
Brc1ccc(C2=NC(Cc3ccccc3)CO2)cc1 (configuration not stated)	-14	745	0.4%	-0.1%	2%	-61%	-6%	-2%	i	0.8	-2%
Cc1cccc(NC(=S)NC2CC3C=CC2C3)c1 (configuration not stated)	20	652	-0.3%	.	10%	0%	-5%	2%	i	0.2	4%
CO/N=C\c1cc(C(=O)c2ccc(Cl)cc2Cl)cn1C	.	.	-1.1%	-3.7%	-9%	6%	2%	3%	i	0.1	.
CC1CCN(C2=NC(=O)/C(=C/c3cccc(O)c3)S2)CC1	4	398	-0.1%	.	10%	6%	1%	4%	i	0.5	-10%
CC1CN(c2nc3ccccn3c(=O)c2/C=C(\C#N)C(N)=O)CC(C)O1 (configuration not stated)	-36	740	-1.6%	.	2%	-7%	-4%	-1%	i	0.7	1%
SMILES	Lipid droplet	Lipid droplet cells 6.5 µM	HIV fusion peptide	XIAP antagonists	AID2073	HEK293 NOD2/NF-kB	LYP phosphatase	Siah-1 displacement	Myeloid diff MLP	Myeloid diff MLP GFP+ MAC1+ %	Dengue-2 NS5 capping	others
CCOC(=O)c1c(/N=C/C2C(=O)CC(C)(C)CC2=O)sc(C)c1C	1	638	4.6%	-7.7%	-7%	4%	-5%	6%	i	1.6	-16%
Cc1cc(C)cc(NC(=O)NCc2ccccn2)c1	-2	767	1.8%	.	1%	-6%	-1%	5%	i	1.7	1%
CC1CCc2c(c3ccccc3n2C(=O)CCl)C1 (configuration not stated)	-15	748	-0.3%	.	-8%	14%	-3%	-4%	i	0.2	-12%
O=c1c(C=NCCCO)c(-c2ccccc2)[nH]n1-c1nc2ccccc2s1	20	690	-1.9%	-4.9%	4%	15%	-5%	3%	i	0.3	-8%
Cc1c(Cl)ccc2c(C(=O)O)cc(-c3ccccc3)nc12	-5	689	18%	.	18%	-46%	-12%	-6%	i	0.2	7%
Cc1noc(C)c1COC(=O)[C@@H](NC(=O)c1ccccc1Cl)C(C)C	27	678	0.3%	-7.0%	13%	10%	2%	-2%	i	0.4	.
CCCn1c(=O)c(-c2ccccc2)c(O)c2ccccc21	-1	767	0.2%	-2.4%	11%	-1%	-7%	-1%	i	0.8	-3%
Cc1cc(=O)[nH]c(SCC(=O)Nc2ccc(S(=O)(=O)N3CCOCC3)cc2)n1	.	.	-1.9%	-7.3%	0%	4%	-5%	3%	i	0.5	5%
CC(C)N1CCc2c(sc(NC(=O)c3ccc(S(=O)(=O)N4CCc5ccccc54)cc3)c2C(N)=O)C1	2	716	24%	-5.2%	13%	26%	-15%	-4%	+	38*	-42%
Cc1ccc(-c2nc(SCC(=O)NCC3CCCO3)c(-c3ccc(Cl)cc3)[nH]2)cc1 (configuration not stated)	0	723	-6.3%	-4.4%	-16%	16%	-4%	18%	i	5.6	-3%
COc1ccc(CN(C)C(=S)Nc2ccc(OC(F)F)cc2)cc1	-2	677	-0.7%	-5.1%	-8%	0%	-9%	-11%	i	0.4	-17%
Cc1cc(NC(=O)c2cccc(C)c2[N+](=O)[O-])no1	20	867	-0.2%	.	-4%	-1%	-2%	4%	i	0.2	1%	Dengue-2 NS5 capping pilot replicate=-2.4
O=C1C=C(Nc2ccc(O)cc2)CC(c2ccco2)C1 (configuration not stated)	6	727	-3.3%	-8.2%	9%	6%	-8%	-5%	i	2.4	22%
O=C1Nc2ccc(S(=O)(=O)N3CCCC3)c3cccc1c23	5	804	3.5%	-2.9%	21%	5%	-5%	-6%	i	4.7	3%
CCN(CC)c1ccc2cc(C(N)=O)c(=N)oc2c1	-1	724	136%	-8.0%	40%	-22%	12%	-3%	i	0.6	.
Cc1nc2cc(NS(=O)(=O)c3ccc(Br)cc3)ccc2n1C	8	706	0.1%	-7.4%	3%	9%	2%	-3%	i	0.9	-1%
CCCCOc1ccc(C(=O)Nc2ccc(C)cc2[N+](=O)[O-])cc1	-7	647	1.3%	-3.8%	-4%	30%	0%	3%	i	0.3	-6%
CCC(CC)C(=O)Nc1cccc(-c2ccc3nncn3n2)c1	2	735	-0.9%	.	9%	-3%	-7%	-1%	i	0.8	3%
COC(=O)C1(Cc2cc(-c3ccccc3)no2)CCN(C(=O)OC(C)(C)C)CC1	-21	694	-1.4%	.	9%	-6%	-5%	-3%	i	1.2	-2%

By substructure: those above containing fluorine.
SMILES	Lipid droplet	Lipid droplet cells 6.5 µM	HIV fusion peptide	XIAP antagonists	AID2073	HEK293 NOD2/NF-kB	LYP phosphatase	Siah-1 displacement	Myeloid diff MLP	Myeloid diff MLP GFP+ MAC1+ %	Dengue-2 NS5 capping	others
COc1ccc(CC(=O)N2N=C(c3ccncc3)CC2(O)C(F)(F)F)cc1 (configuration not stated)	18	752	-1.8%	-5.9%	8%	15%	-5%	3%	i	0.1	-8%
CCc1nn2c(=O)cc(CSCC(=O)Nc3ccccc3F)nc2s1	16	712	0.0%	.	10%	2%	-4%	0%	i	1.9	-12%
O=C(CCN1CCN(c2ccccc2F)CC1)Nc1ccc2c(c1)OCO2	.	.	-0.2%	-6.8%	5%	-5%	-6%	0%	i	6.3	-2%
COc1ccc(CN(C)C(=S)Nc2ccc(OC(F)F)cc2)cc1	-2	677	-0.7%	-5.1%	-8%	0%	-9%	-11%	i	0.4	-17%

Five compounds picked at random from those above, as already listed:
SMILES	Lipid droplet	Lipid droplet cells 6.5 µM	HIV fusion peptide	XIAP antagonists	AID2073	HEK293 NOD2/NF-kB	LYP phosphatase	Siah-1 displacement	Myeloid diff MLP	Myeloid diff MLP GFP+ MAC1+ %	Dengue-2 NS5 capping	others
Cc1noc(C)c1COC(=O)[C@@H](NC(=O)c1ccccc1Cl)C(C)C	27	678	0.3%	-7.0%	13%	10%	2%	-2%	i	0.4	.
Cc1c(Cl)ccc2c(C(=O)O)cc(-c3ccccc3)nc12	-5	689	18%	.	18%	-46%	-12%	-6%	i	0.2	7%
Cc1nc2cc(NS(=O)(=O)c3ccc(Br)cc3)ccc2n1C	8	706	0.1%	-7.4%	3%	9%	2%	-3%	i	0.9	-1%
Cc1ccc(-c2nc(SCC(=O)NCC3CCCO3)c(-c3ccc(Cl)cc3)[nH]2)cc1 (configuration not stated)	0	723	-6.3%	-4.4%	-16%	16%	-4%	18%	i	5.6	-3%
Cc1cc(NC(=O)c2cccc(C)c2[N+](=O)[O-])no1	20	867	-0.2%	.	-4%	-1%	-2%	4%	i	0.2	1%	Dengue-2 NS5 capping pilot replicate=-2.4
